# Assay outcomes (PubChem BioAssay)
# All columns: NCI-60 one-dose screen, growth in % after 48 h at 10 µM unless noted; 100 = growth as untreated, 0 = no growth, -100 = all killed.
# SN12C = SN12C renal cancer cells. 81,000 compounds, 3.8% hits. AID 1794767
# TK-10 = TK-10 renal cancer cells. 81,000 compounds, 3.9% hits
# ACHN = ACHN renal cancer | 81,000 compounds, 4.9% hits
# UO-31 = UO-31 renal cancer. 81,000 compounds, 5.2% hits. AID 1794768
# NCI/ADR-RES = NCI/ADR-RES ovarian cells; 81,000 compounds, 4.4% hits
# CAKI-1 = CAKI-1 renal cancer. 75,000 compounds, 4.7% hits
# 786-0 = 786-0 renal cancer cells; 81,000 compounds, 5.1% hits
# IGROV1 = IGROV1 ovarian cancer; AID 1794786; 79,000 compounds, 4.7% hits
# * marks the source's active call; other numbers are inactive results; / = no result given; [ ] = dose if it differs, or a comment. The calls were made as follows: active = growth percent below 10; inactive = the rest. Hits appear at their usual frequency; any-hit rate near 9.3%.
SMILES,SN12C,TK-10,ACHN,UO-31,NCI/ADR-RES,CAKI-1,786-0,IGROV1
Nc1ccc(S(=O)(=O)c2ccc(NCNc3nc(N)nc(N)n3)cc2)cc1,102,112,102,75,110,107,106,96
CSc1ccc(Cl)nn1,101,112,105,87,103,100,105,105
Cc1cc(NCCN(C)C)n2c(nc3ccccc32)c1C#N,76,100,94,81,96,90,98,93
Cc1cc(=O)oc2cc(OCCOc3ccc(/C=C/C(=O)N4CCOCC4)cc3)ccc12,95,101,97,96,93,105,98,112
CC(=O)c1ccc2ccccc2c1O,113,129,107,75,108,98,108,118
CSCCC(C(=O)O)N(CCC#N)CCC#N (configuration not stated),96,96,101,82,89,98,103,99
CC(=O)Nc1ccc(C)c(C)c1,99,100,106,87,101,100,99,/
COc1ccc(NCCCCN2C(=O)c3ccccc3OC=C2c2ccccc2)cc1,94,/,106,78,87,89,74,82
COc1ccc(-c2[nH]c3c(c(=O)c2C#N)c(=O)n(C)c(=O)n3C)cc1,90,122,92,76,94,86,90,79
CC(C)(C)c1ccc(S(=O)(=O)Oc2ccc3c4c(c(=O)oc3c2)CCCCC4)cc1,63,87,30,43,20,/,61,69
COc1ccc(-c2csc(C3=C(O)CN(CCCN4CCCC4=O)C3=N)n2)cc1OC,105,127,103,84,100,103,99,64
CN(C)c1cccc2c(S(=O)(=O)Nc3cccc(-c4csc(NC(=O)CNCCS(=O)(=O)O)n4)c3)cccc12,98,101,95,90,107,93,104,103
CCO/C=C1\SC(=S)N(c2cccc(O)c2)C1=O,98,88,102,80,107,99,101,99
CCOC(=O)[C@@H]1CS[C@H]([C@@H](C)[C@H]2CC[C@H]3[C@@H]4CCC5=CC(=O)CC[C@]5(C)[C@H]4CC[C@]23C)N1,91,108,99,86,89,82,99,98
O=C(CN1CCN(c2ccc(Cl)cc2)CC1)N1CCN(c2nnc(-c3ccccc3)c(-c3ccccc3)n2)CC1,49,69,39,15,39,93,36,/
COc1ccc(C2=NN(C(C)=O)C(c3sc(Cl)nc3Cl)C2)cc1 (configuration not stated),84,76,107,76,89,87,85,77
Fc1ccc(OCc2n[nH]c(=S)n2-c2ccccc2)cc1,90,115,99,104,107,/,113,/
COc1ccc(/C=C2\Sc3ccc(F)cc3C2=O)cc1,86,139,88,49,64,51,91,59
Cc1cc2c(c(C)c1Cl)C(=O)/C(=C/c1ccc(O)cc1)O2,105,134,91,68,101,89,106,76
CCOC(=O)/C(=C/c1c(-c2ccccc2)[nH]c2ccccc12)C(=O)c1ccc(Cl)cc1,56,82,19,58,45,/,27,98
CCC(C)NC(=O)c1ccc(C(C)C)cc1 (configuration not stated),100,93,101,97,117,97,95,110
Cc1c(C)c(C)c(CN2CCCC2)c(C)c1C,90,/,102,90,107,115,109,98
FC(F)(F)c1cccc(N2NC(=S)N3C=CC=CC32)c1 (configuration not stated),92,110,92,112,108,101,108,116
N#Cc1ccc(C(F)(F)F)nc1N1CCC(C(=O)Nc2ccc3c(c2)OCO3)CC1,99,/,98,74,97,90,73,100
O=S(=O)(O)c1ccc2c(c1)Sc1cc(S(=O)(=O)O)ccc1O2,96,107,112,97,104,105,108,112
CCCCCCCc1ccc(C(=O)CCN2CCOCC2)cc1,97,99,100,88,100,97,96,101
c1ccc(OC(c2ccccc2)(c2ccccc2)c2ccccc2)cc1,88,76,88,63,85,82,88,75
Nc1cc(C(=O)O)cc(C(=O)O)c1,96,101,109,85,112,104,97,102
COc1ccccc1Nc1nnc(-c2ccc(O)cc2)o1,51,64,45,16,51,/,60,57
Cc1cccc2cc(-c3cc4ccccc4[nH]3)c(=NC(=O)c3ccc(Cl)cc3)oc12,96,152,91,60,97,76,97,67
CCC(=O)O/N=C(\Cn1ccnc1)c1ccc(Cl)cc1,98,98,105,90,101,102,98,104
CCOC(=O)c1sc(NC(=O)COc2cccc(/C=C3\Cc4ccc(Cl)cc4C3=O)c2)nc1C,105,145,110,-17*,97,85,99,/
CC/C=C\C[C@H]1CC=C2C(=O)C=C[C@@H]2CC=CCCCC(=O)O[C@@H](CCCCC)CC=C2C(=O)C=C[C@@H]2CC=CCCCC(=O)O[C@@H](CCCCC)CC=C2C(=O)C=C[C@@H]2CC=CCCCC(=O)O[C@@H](CCCCC)CC=C2C(=O)C=C[C@@H]2CC=CCCCC(=O)O1,-10*[7.9 µM],57[7.9 µM],20[7.9 µM],9.8*[7.9 µM],93[7.9 µM],/,23[7.9 µM],8.2*[7.9 µM]
CCCCc1ccc(C#N)nc1,105,106,104,92,110,99,109,100
Cc1cccc(NCc2cn(-c3ccc(C(=O)O)cc3)nc2-c2ccc(C(=O)O)cc2)n1,101,102,103,88,108,96,102,105
CCn1cc(C2=C(c3cccc4ccccc34)C(=O)NC2=O)c2cc(Br)ccc21,91,111,75,84,106,67,73,102
O=C(/C(=C/c1ccc(Br)cc1)c1ccccc1)c1ccccc1,84,/,88,67,78,98,89,97
COc1ccc(/C=C/C(=O)c2cnccn2)cc1OC,107,88,/,89,107,/,88,103
Cc1coc(NS(=O)(=O)c2ccc(N=Nc3cc(N=Nc4ccccc4)c(N)nc3N)cc2)c1C,95,114,111,100,107,135,102,111
Brc1ccc(-c2csc(NN=C3c4ccccc4-c4ccccc43)n2)cc1,96,113,89,56,99,72,105,74

# Rewritten field by field: part of the list above
Cc1cc(NCCN(C)C)n2c(nc3ccccc32)c1C#N
  SN12C: 76; TK-10: 100; ACHN: 94; UO-31: 81; NCI/ADR-RES: 96; CAKI-1: 90; 786-0: 98; IGROV1: 93
Cc1cc(=O)oc2cc(OCCOc3ccc(/C=C/C(=O)N4CCOCC4)cc3)ccc12
  SN12C: 95; TK-10: 101; ACHN: 97; UO-31: 96; NCI/ADR-RES: 93; CAKI-1: 105; 786-0: 98; IGROV1: 112

# (listing goes on)
SMILES,SN12C,TK-10,ACHN,UO-31,NCI/ADR-RES,CAKI-1,786-0,IGROV1
CCOC(=O)c1c(Nc2ccccc2)nn2c(N)c(C#N)c(-c3ccc(Cl)cc3Cl)nc12,90,148,84,80,88,82,88,89
CC1=CC[C@@H]2CC[C@]3(C)[C@H](CC[C@@H]4[C@@]5(C)CCCNC(C)(C)[C@@H]5CC[C@]43C)[C@H]2[C@@H]1C,48,81,8.9*,56,-45*,30,-73*,41
Oc1ccc(Cl)cc1CNc1nc2ccccc2[nH]1,61,88,57,56,39,64,61,/
CC1C(/C=N/NC(N)=S)C(C#N)(C#N)C1(C#N)C#N (configuration not stated),105,118,103,82,110,92,104,109
Cn1ncc2cc(CN3CCO[C@H](COc4ccccc4)C3)ccc21,100,103,98,84,94,89,99,96
CCCCn1c(=O)c2c(nc(NCCc3ccc(OC)c(OC)c3)n2C)n(C)c1=O,100,107,103,89,97,99,107,99
C=CCN=C1NC(CC(=O)OCC)CS1 (configuration not stated),103,99,109,95,102,103,96,105
O=C1NN/C(c2cc3ccccc3o2)=C\C(=O)C(=O)N1,101,108,93,87,109,93,97,101
CC[N+](C)(C)c1ncnc2nc[nH]c12,103,109,93,80,105,77,100,92
O=C(OCc1nc2nc(Cl)nc(N3CCOCC3)c2[nH]1)N1CCNCC1,96,110,93,68,92,80,96,94
COc1ccc(-c2c3c(cc4ncn(Cc5ccccc5)c24)COC3=O)cc1,82,113,86,74,103,71,84,111
C=CCSc1nnc(-c2ccc3nc(-c4ccc(OC)c(OC)c4)[nH]c3c2)o1,109,115,102,98,102,117,96,127
CCCCC/C=C\C/C=C/CCCCCCCC1=NC(CC)(CO)CO1 (configuration not stated),103,109,101,93,92,83,92,108
COc1ccc(CNC(=O)[C@H](O)[C@@H](N)Cc2ccccc2)cc1,98,102,107,92,109,91,98,109
Cc1ccc(C(F)(F)F)cc1N1CCN(C(=O)C23CC(c4cccc(C(F)(F)F)c4)(C2)C3)CC1,77,97,93,68,85,70,87,99
Cc1ccc(NC(=S)NC(=O)c2cccs2)cc1,104,98,102,90,103,95,92,111
Nc1ncc(/C=C/CNC(=O)c2cc3ccccc3[nH]2)[nH]1,93,105,96,72,108,88,102,100
C=C1C(=O)O[C@H]2[C@H]1CC/C(COC(=O)NCCc1c[nH]c3ccc(OC)cc13)=C\CC[C@@]1(C)O[C@@H]21,-34*,-13*,-59*,-99*,83,-66*,-35*,-5.2*
O=C1c2ccccc2C(=O)N1OCCCBr,99,121,99,96,113,92,107,116
COc1ccc(/C=C/C(=O)c2c(N)n(C)c(=O)n(C)c2=O)cc1,110,117,117,95,107,104,/,104
CSc1ncnc2n[nH]nc12,103,100,108,94,97,96,104,106
COc1cccc(-c2nn(-c3ccccc3)cc2-c2ccnc(NCCNS(=O)(=O)c3cccc4ccccc34)c2)c1,64,61,64,37,51,71,91,47
COc1cc2oc(-c3cccc(NC(=O)c4cccc(C#N)c4)c3)cc(=O)c2c(OC)c1OC,93,102,84,71,98,89,90,92
COc1cc(C(=O)O)nc(SC)n1,96,99,110,90,98,/,111,97
CCOC(=O)CC/C(C)=N\NC(N)=O,101,95,109,94,123,88,99,103
Cc1ccc(C)c(NC(=O)c2sc3c(=O)[nH]cnc3c2C)c1,101,78,116,75,58,65,90,80
N#Cc1c(-c2ccccc2)cc(-c2ccc(Nc3nc(Nc4ccc(Cl)cc4)nc(Nc4ccc(Cl)cc4)n3)cc2)nc1N,50,-60*,-32*,-82*,53,20,47,-8.1*
Cc1cc(C)nc(SCC(=O)Nc2cccc(N=Cc3c(O)ccc4ccccc34)c2)n1,95,102,104,70,113,83,96,99
CCOC(=O)c1[nH]c2c(c1C)-c1[nH]c(=O)c(S(=O)(=O)c3ccccc3)cc1SC2,60[100 µM],13[100 µM],21[100 µM],54[100 µM],60[100 µM],16[100 µM],21[100 µM],49[100 µM]
Cc1ccc(-c2cnc3sc(C)cn23)cc1,91,137,94,82,96,92,97,90
COc1ccc2nccc(CC(O)C(Cl)(Cl)Cl)c2c1 (configuration not stated),110,94,96,92,95,101,94,96
CCCCCCCCN(CCCCCCCC)CC(O)c1cc(-c2ccccc2)nc2ccc(OC)cc12 (configuration not stated),40,92,/,42,13,/,83,96
COC(=O)/C=C1/SC(N2N=C(c3cccs3)CC2c2ccc(F)cc2)=NC1=O (configuration not stated),56,78,74,53,52,77,85,32
COC(=O)[C@]12CC[C@@H](C)[C@H](C)[C@@H]1C1=CC[C@@H]3[C@@]4(C)CC(=O)[C@H](O)[C@@]5(C)COC(=C45)C[C@@]3(C)[C@]1(C)CC2,/,-77*,-84*,-87*,-60*,-37*,-77*,-45*
O=C1CCC(NNc2cc(F)ccc2F)N1 (configuration not stated),97,110,82,73,97,88,112,92
O=C(CCl)N1c2cccc3cccc(c23)N(C(=O)CCl)C1c1cn(-c2ccccc2)nc1-c1cccc([N+](=O)[O-])c1,93,104,77,67,95,93,96,80
CC(=O)Nc1cccc(C(F)(F)F)c1[N+](=O)[O-],109,102,107,88,107,101,103,109
O=c1c2nc(-c3ccccc3)oc2nc2nc(-c3ccccc3)[nH]n12,102,92,104,86,98,92,100,102
COCc1c([N+](=O)[O-])c(C)[nH]c(=O)c1C#N,103,108,109,74,100,111,112,88
CCCCCC1=C(C)C=C(C)CC1(C)C[N+](C)(C)C (configuration not stated),104,85,114,94,103,/,97,73
CCOC(=O)C1=C(C)N=C2Sc3ccccc3N2C1c1ccccn1 (configuration not stated),95,103,101,71,95,85,107,100
O=c1[nH]nc(-c2ccc(Br)cc2)cc1Cc1ccc(O)cc1,90,139,105,77,71,98,103,82
CC(C)(C)NC(=S)Nc1ncccc1OCc1ccccc1Cl,94,106,108,81,84,87,90,109
O=C(O)CCN1c2ccccc2Sc2ccccc21,109,116,110,96,101,/,106,64
Cc1nn(-c2ccccc2)cc1/C=C/C(=O)c1ccc(-c2cc3ccccc3oc2=O)nc1C,99,/,97,87,100,90,92,101
CCOC(=O)Nc1cc(N)ncn1,104,98,115,93,110,96,109,114
Cn1c2ccc(Cl)cc2c2nn(Cc3ccccc3)c(=O)nc21,102,/,95,78,111,96,116,103
NS(=O)(=O)c1ccc(N2C(=O)c3cccc4cccc(c34)C2=O)cc1,112,99,99,66,98,97,106,101
O=C(CSc1nc2ccccc2o1)N1c2ccccc2Sc2ccccc21,85,120,96,64,87,67,92,82
COc1ccc2nc3cc(Cl)ccc3c(NCCNCC(O)CO)c2c1 (configuration not stated),5.4*,32,27,49,88,72,29,20
O=C1C(Cl)=C(NCCCN(CCO)CCO)C(=O)c2ccccc21,100,130,94,74,100,97,110,82
COc1ccc(NC(=O)CCn2c(Br)nc3c2c(=O)n(C)c(=O)n3C)cc1,96,104,102,83,105,93,104,104
CC(Br)C(Br)CO (configuration not stated),97,104,102,88,104,91,106,116
O=C(O)c1ccc(-n2cc(CNc3ccc(Cl)cc3)c(-c3ccc(F)cc3)n2)cc1,99,119,79,81,102,84,101,102

# Of the compounds above, these contain a cyano group:
SMILES,SN12C,TK-10,ACHN,UO-31,NCI/ADR-RES,CAKI-1,786-0,IGROV1
Cc1cc(NCCN(C)C)n2c(nc3ccccc32)c1C#N,76,100,94,81,96,90,98,93
CSCCC(C(=O)O)N(CCC#N)CCC#N (configuration not stated),96,96,101,82,89,98,103,99
COc1ccc(-c2[nH]c3c(c(=O)c2C#N)c(=O)n(C)c(=O)n3C)cc1,90,122,92,76,94,86,90,79
N#Cc1ccc(C(F)(F)F)nc1N1CCC(C(=O)Nc2ccc3c(c2)OCO3)CC1,99,/,98,74,97,90,73,100
CCCCc1ccc(C#N)nc1,105,106,104,92,110,99,109,100
CCOC(=O)c1c(Nc2ccccc2)nn2c(N)c(C#N)c(-c3ccc(Cl)cc3Cl)nc12,90,148,84,80,88,82,88,89
CC1C(/C=N/NC(N)=S)C(C#N)(C#N)C1(C#N)C#N (configuration not stated),105,118,103,82,110,92,104,109
COc1cc2oc(-c3cccc(NC(=O)c4cccc(C#N)c4)c3)cc(=O)c2c(OC)c1OC,93,102,84,71,98,89,90,92
N#Cc1c(-c2ccccc2)cc(-c2ccc(Nc3nc(Nc4ccc(Cl)cc4)nc(Nc4ccc(Cl)cc4)n3)cc2)nc1N,50,-60*,-32*,-82*,53,20,47,-8.1*
COCc1c([N+](=O)[O-])c(C)[nH]c(=O)c1C#N,103,108,109,74,100,111,112,88
